BLM helicase inh = Bloom syndrome helicase (human) inhibition | recombinant BLM DNA unwinding, fluorescence dequenching | AID 2528 | 350,000 compounds, 0.2% hits | Potency, µM (series often up to 56.1 µM), inactives show top-dose activity change, negative = inhibition, actives largely listed as inhibitors | P54132;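 also: potency is read from the fitted curve at half-maximal effect; plate controls were vehicle for no effect and no enzyme for full effect; nearly all actives have a fitted effect of over 35% in size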
GRP78 ERSR act = induces the endoplasmic reticulum stress response in human glioma cells. U87-MG GRP78 promoter luciferase reporter, 16 h. Potency, µM, without a hit: top-dose activation, most hits filed as activators. 420,000 compounds, 0.02% hits; also: potency is read from the fitted curve at half-maximal effect; series mostly up to about 76 µM; % of control where 0% means no effect; nearly all actives have a fitted effect of over 35% in size
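Stably transfected U87-MG glioma cells carrying a GRP78-based luciferase sensor; 16 h compound incubation. Luminescence end-point read 10 min after Bright-Glo addition at room temperature.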
POLK inh = inhibitors of human DNA polymerase kappa | AID 588579 | purified Pol kappa, fluorescent DNA synthesis assay, 10 min | Q9UBT6 | Potency, µM (titrated, usually from 107 µM), for inactives: top-dose activity, negative = inhibition, hits mostly inhibitors | 400,000 compounds, 0.53% hits; also: potency is read from the fitted curve at half-maximal effect; % is scaled to controls: 0 for no effect and ±100 for the full control effect
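Fluorescent qHTS in 1536-well format: enzyme (10 nM) and compound sat 15 min at room temperature before 50 nM substrate (final) was added. Signal taken at 0 and 10 min; no-enzyme buffer wells were negative controls.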
Pol iota inh = blocks human DNA polymerase iota activity | Q9UNA4 | Pol iota fluorescent replication assay, 10 min | Potency, µM (series often up to 115 µM), for the others: at the top dose activity, negative = inhibition, usual class: inhibitors | 390,000 compounds, 1% hits; also: potency is read from the fitted curve at half-maximal effect
Target sequence (Q9UNA4 whole entry, looked up): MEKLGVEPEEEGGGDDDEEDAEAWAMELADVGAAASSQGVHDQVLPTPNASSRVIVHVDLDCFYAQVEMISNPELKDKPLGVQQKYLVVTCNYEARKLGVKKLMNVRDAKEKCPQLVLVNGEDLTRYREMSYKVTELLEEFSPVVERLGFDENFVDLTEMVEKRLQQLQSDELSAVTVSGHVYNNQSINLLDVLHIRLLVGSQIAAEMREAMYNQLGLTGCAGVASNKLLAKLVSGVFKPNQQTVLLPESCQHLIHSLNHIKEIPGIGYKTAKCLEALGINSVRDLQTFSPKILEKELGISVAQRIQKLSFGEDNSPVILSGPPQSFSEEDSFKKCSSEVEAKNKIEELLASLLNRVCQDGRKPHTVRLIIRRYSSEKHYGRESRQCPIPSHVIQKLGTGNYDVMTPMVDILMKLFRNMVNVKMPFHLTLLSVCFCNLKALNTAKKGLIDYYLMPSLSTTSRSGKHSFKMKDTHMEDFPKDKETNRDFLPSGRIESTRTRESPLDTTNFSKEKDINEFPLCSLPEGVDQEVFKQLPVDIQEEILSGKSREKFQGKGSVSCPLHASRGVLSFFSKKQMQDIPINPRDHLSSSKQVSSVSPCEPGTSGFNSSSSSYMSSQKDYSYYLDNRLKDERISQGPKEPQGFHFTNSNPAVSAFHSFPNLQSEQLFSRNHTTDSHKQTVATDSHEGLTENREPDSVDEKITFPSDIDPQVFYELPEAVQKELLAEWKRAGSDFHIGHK
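Pol iota at 10 nM preincubated 15 min with compounds at room temperature; reaction started with fluorescent substrate, 50 nM final. Fluorescence read kinetically at 0 and 10 min; buffer-only wells as negative control.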
POLB inh = blocks human DNA polymerase beta activity. Potency, µM (series often up to 114 µM), for the others: top-dose activity change, negative = inhibition, most hits filed as inhibitors. Pol beta primer extension/strand displacement, fluorescence kinetic. 340,000 compounds, 1.3% hits. P06746; also: potency is read from the fitted curve at half-maximal effect; % is scaled to controls: 0 for no effect and ±100 for the full control effect
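10 nM enzyme + cpd, 15 min RT; start with substrate 50 nM final; read 0 min and after 10 min RT. Corrected, normalized data; 4-parameter Hill curve fit.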
APEX1 inh = inhibitors of human APE1 endonuclease. Potency, µM (highest dose often 65.8 µM), for inactives: at the top dose activity change, negative = inhibition, usual class: inhibitors. 350,000 compounds, 0.35% hits. recombinant APE1, TAMRA/BHQ-2 abasic DNA cleavage fluorescence. AID 2517;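 also: potency is read from the fitted curve at half-maximal effect; plate controls were vehicle for no effect and reference inhibitor for full effect; nearly all actives have a fitted effect of over 55% in size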
Target sequence (P27695 whole entry, looked up): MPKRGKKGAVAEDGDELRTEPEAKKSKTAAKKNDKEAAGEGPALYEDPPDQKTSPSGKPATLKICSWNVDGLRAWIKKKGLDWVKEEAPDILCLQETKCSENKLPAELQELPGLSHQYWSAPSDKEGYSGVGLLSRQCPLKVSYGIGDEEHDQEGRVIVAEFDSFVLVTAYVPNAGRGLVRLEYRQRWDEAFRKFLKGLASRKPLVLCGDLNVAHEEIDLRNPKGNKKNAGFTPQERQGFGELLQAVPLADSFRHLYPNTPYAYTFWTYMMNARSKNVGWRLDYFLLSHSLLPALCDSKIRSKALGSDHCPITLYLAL
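Step 1: APE1 (0.75 nM) with compound, 15 min RT. Step 2: add 50 nM fluorophore/quencher THF duplex. Step 3: three fluorescence reads 60 s apart (525/598 nm); read 3 minus read 1 = reaction progress.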
Apoferritin bind = binds horse apoferritin like a general anesthetic; Potency, µM (top dose mostly 77.5 µM), for the others: at the top dose activity change, negative = displacement, usual class: inhibitors; 350,000 compounds, 0.074% hits; apoferritin/1-aminoanthracene competitive binding, fluorescence; AID 485281; also: potency is read from the fitted curve at half-maximal effect; % is scaled to controls: 0 for no effect and ±100 for the full control effect; nearly all actives have a fitted effect of over 20% in size
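10 uM apoferritin + 50% sat. 1-AMA, PBS; cpd 10 min RT; Ex380/Em535 endpoint; normalized to free probe vs complex; 4-param Hill fit; propofol titration as pos. ctrl.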
LDHA inh = inhibitors of human lactate dehydrogenase A | P00338 | purified LDHA, NADH/diaphorase-resazurin fluorescence; stronger effect = lower value | activity change, % (values are at about 110 or 230 µM) | 480,000 compounds, 0.15% hits | AID 1347041; in the data active = activity change below about -30%; inconclusive = mostly about -25% to -30%;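 also: plate controls were DMSO wells for no effect and wells without enzyme for full effect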
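LDH5 2 nM; NADH 0.06 mM, pyruvate 0.2 mM; 200 mM Tris pH 7.4, EDTA, Tween-20; 5 min RT. Detection: diaphorase 0.133 mg/mL + resazurin 37 µM, fluorescence ex540/em590 at 0 and 20 min; normalized to enzyme-free and DMSO wells.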
Pol eta inh = inhibitors of human DNA polymerase eta | Q9Y253 | recombinant Pol eta, fluorescent DNA replication assay | Potency, µM (series often up to 114 µM), for inactives: top-dose activity change, negative = inhibition, usual class: inhibitors | 390,000 compounds, 1.2% hits; also: potency is read from the fitted curve at half-maximal effect; % is scaled to controls: 0 for no effect and ±100 for the full control effect
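Fluorescent replication assay: 50 nM final substrate added after a 15 min room-temperature compound preincubation with 10 nM enzyme. Signal taken at 0 min and again at 10 min.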
Numbers without * were called inactive; ? = inconclusive; / = no result given; & = joins results of further samples; [ ] = dose if it differs, or a comment. Unless noted, calls follow the shape of the dose curve; as a rule, active = well fitted curve in the direction sought with a large enough effect; inconclusive = small, poorly fitted or top-dose-only effect, or another doubt; inactive = no such curve, though single readings can be large; an effect the other way counts as inactive or inconclusive. These rows are one share of the data, so the mix of outcomes need not match the whole.

Each structure is followed by: GRP78 ERSR act, LDHA inh, POLK inh, BLM helicase inh, Apoferritin bind, Pol iota inh, Pol eta inh, APEX1 inh, POLB inh
CCC(CO)Oc1cc(NC(=O)c2cccc([N+](=O)[O-])c2)c2ncn(C(C)C)c2c1 (configuration not stated)
    -4%, 13, -5%, /, /, 32%[activator], -11%, 25%, /
CC(C)c1ccc(/C=C2\SC(=S)N(CC(=O)NCCCN3CCOCC3)C2=O)cc1
    -2%, 0, -16%, -14%, -12%, 102%[activator], 2%, -18%, 26%
Cn1c(Oc2ccc3c(c2)OCO3)nc2c1c(=O)n(Cc1ccccc1)c(=O)n2C
    -6%, 4&-7, -9%, -5%, 7%, 2%, -21%, 1%, 1%
CSc1nc2nc(-c3cccs3)cc(C(F)(F)F)c2c(=O)[nH]1
    -2%, -6, -5%, -2%, 17%, 43%[activator], -22%, 19%, 39%
COc1ccc(S(=O)(=O)Nc2cc(C)ccc2OC)cc1C
    6%, 0, -6%, -12%, -10%, 26%, -24%, -4%, -7%
COc1cc(/C=C/c2nc3cc(Cl)ccc3c(=O)n2-c2cccc(C(F)(F)F)c2)cc(OC)c1OC
    -2%, -5, -5%[60.1 µM], -4%, -8%, 15%, -9%, /, 15%
COc1ccc(-c2nnc(SCCc3ccccc3)n2N)cc1
    4%, -6, -17%, -3%, 2%, -4%, -13%, -1%, 13%
CCCCc1nc2cc(C(=O)N3CCN(c4cnccn4)CC3)ccc2o1
    1%, -2, -1%, 0%, 1%, 20%, -4%, 1%, 24%
CCN(CCNC(=O)CN1CCN(Cc2ccc(Cl)cc2)C1=O)c1ccccc1
    -2%, 3, -1%, -7%, -10%, 16%, -9%, 0%, 2%
CCCCC(=O)NC(=S)NNC(=O)CC
    -4%, -2, -11%, 4%, -3%, -7%, -2%, -1%, -10%
COc1ccccc1C(=O)Nc1nc2cc3c(cc2s1)OCCO3
    -6%, -4, -7%, -3%, 90%[activator], 21%, -10%, -5%, 2%
COc1ccc(CNC(=O)c2ccc(CNS(=O)(=O)c3ccc(OC)cc3)cc2)cc1
    -1%, -4, 0%, -3%, -3%, -20%, -5%, /, 47%
COc1cc(/C=N/N=C(/N)c2nonc2N)cc(Br)c1OCc1cccc(C)c1
    -10%, -4, -2%, -9%, ?, 0%, 7%, -9%, 27%
CCn1cc([N+](=O)[O-])c(C(=O)Nc2cc(C)on2)n1
    -6%, -4, 1%, -2%, -3%, 8%, -11%, 15%, 4%
CC12CCC=CC1C(c1ccoc1)N(Cc1ccccc1)C2=O (configuration not stated)
    -4%, /, -8%, -3%, -18%, 3%, /, -3%, /
COc1ccccc1NS(=O)(=O)c1cc(C(=O)N2CCN(C/C=C/c3ccccc3)CC2)ccc1C
    -6%, -1, -10%, -3%, -17%, 5%, -25%, 11%, -26%
COc1ccc2nc(NC(=O)C3CCCN(S(=O)(=O)c4c(C)noc4C)C3)sc2c1 (configuration not stated)
    1%, 1, -15%, -9%, 3%, -22%, -17%, -12%, 1%
COc1ccc(C)cc1S(=O)(=O)N(C)CC(=O)NC1CCCCC1
    -6%, -2, 1%, 1%, -9%, 6%, -8%, -2%, 1%
COC(=O)c1ccc(C2NC(=O)c3ccccc3O2)cc1 (configuration not stated)
    -3%, -5, -14%, -3%, -5%, -4%, -7%, 14%, 7%
CC(C)(C)OC(=O)n1cc(CCO)c2ccccc21
    -2%, 0, 7%, /, /, 29%, -23%, 47%[activator], /
O=C1CCC(c2ccc3ccccc3c2)O1 (configuration not stated)
    3%, -3, -3%, /, /, 33%[activator], -8%, /, /
Cc1cc(Nc2ccc(F)c(Cl)c2)n2ncnc2n1
    -1%, -19, -12%, 1%, -1%, -18%, -7%, -3%, -1%
CCOc1ccc(NC(=O)CCN2C(=S)NC(C)(C)CC2C)cc1 (configuration not stated)
    -4%, 0, -7%, -1%, -6%, 96%[activator], -15%, 1%, 19%
Cc1cc(C(=O)OCC(=O)c2cccs2)c2ccccc2n1
    0%, 0, 7%, -7%, -4%, 31%[activator], -14%, -4%, 20%
Nc1nc(Cl)nc2c1ncn2[C@@H]1O[C@H](CO)[C@@H](O)[C@H]1O
    -4%&-3%&-4%&-5%, -15, 4%[60.1 µM], -2%&0%, 2%&2%&-3%, ?, -10%, 4%&14%, 1%
O=C(COc1ccc(Cl)cc1)NCCCNC(=O)c1cccnc1
    -3%, 0, -15%, -3%, 1%, 166%[activator], -27%, 49%[activator], 9%
CC(C)(C)OC(=O)N/N=C/c1cccn1-c1ccc([N+](=O)[O-])cc1
    6%, -5, -15%, -11%, 2%, 21%, -16%, -2%, -25%
Cc1cc(F)ccc1S(=O)(=O)N1CCCOC1CNC(=O)C(=O)NCCCN1CCOCC1 (configuration not stated)
    -4%, -4, -3%, 2%, -2%, 40%[activator], -22%, 7%, -2%
COc1ccc(-c2nc(-c3cccc(C)c3)nc(Cl)c2C#N)cc1
    /, /, /, 0%, -14%, /, /, -8%, ?
COc1cc(C(=O)N2CCN(c3ccccc3)CC2)c([N+](=O)[O-])cc1OC
    0%, -8, -16%, -3%, -8%, 23%, -21%, 5%, 17%
COc1ccccc1NC(=O)c1ccc2c(c1)CCN2S(C)(=O)=O
    -2%, -2, 1%, -7%, -3%, 153%[activator], -19%, 12%, -18%
CN(C)CCNC(=O)c1cc2ccccc2oc1=O
    -1%, -6&7, -4%, 6%, -2%, 10%, -13%, 6%, 14%
Cc1ccccc1N(C)C(=O)c1noc2c1COc1ccccc1-2
    -1%, -11, 3%, -2%, -7%, 4%, -21%, /, 1%
Fc1ccc([C@@H]2CCNC[C@H]2COc2ccc3c(c2)OCO3)cc1
    -9%&-4%&-4%&-3%&-11%, -2&-2&-4, -18%[60.1 µM], 7%&28%, -10%&-16%, 0%, -17%, 17%&-8%&13%&6%, 13%[57.1 µM]
COc1ccc(CCn2c(-c3ccncc3)n[nH]c2=S)cc1OC
    1%, 1, 8%, -3%, -3%, 111%[activator], -24%, 3%, 30%
O=C(CCn1cnnn1)Nc1cc(C(F)(F)F)cc(C(F)(F)F)c1
    -5%, 5, -16%, -7%, -11%, 3%, -18%, /, 1%
COc1ccc(S(=O)(=O)N2CCCCC2)cc1NC(=O)CNc1ccc(F)cc1C
    -3%, 2, -3%, /, /, 29%, -26%, 13%, /
CCOC(=O)C1CC2=C(CCCC2=O)NC1=O (configuration not stated)
    1%, 1, 8%, /, /, -7%, 1%, /, /
CCOc1ccc(CNC(=O)Cn2cc3c(n2)-c2c(oc(C(=O)N4CCCC4)c2C)CC3)cc1
    -1%, 16, -11%, -1%, -19%, 29%, -4%, /, 2%
COc1ccc(OC)c(Nc2ncnc3c2cnn3-c2ccccc2)c1
    1%, -3, -14%, -6%, 2%, 4%, 8%, 14%, 2%
NC(c1ccccc1)c1cccnc1 (configuration not stated)
    -3%, -4, 0%, 1%, -2%, 12%, -20%, 32%, -1%
COc1ccc(CC(C)Nc2ccccc2F)cc1 (configuration not stated)
    -7%, 4, -18%, -7%, ?, 64%[activator], -1%, -7%, 8%
CCOC(=O)c1c(C)oc2c1c(CN1CCN(CCO)CC1)c(O)c1ccccc12
    15%, 35, -28%, -3%, -22%, 78%[activator], -5%, -5%, -27%
CC(/C=N/NC(=O)CCn1nnc2ccccc21)=C\c1ccccc1
    -3%, -6, -5%, 4%, -1%, 38%[activator], -17%, 6%, 0%
COc1ccc(/C=C/C(=O)NC(=S)Nc2ccc(Br)cn2)cc1
    3%, -15, 5%, -3%, -13%, -3%, 17%, -13%, -1%
COc1ccc(S(=O)(=O)N2CC3CCCN3c3ccc(C(F)(F)F)cc32)cc1 (configuration not stated)
    -5%, -6, -11%, -9%, 57%[activator], 28%, 2%, -3%, 1%
Cc1ccc(CNC(=O)CSc2ncccn2)cc1
    -4%, -8, ?, -1%, 5%, ?, -99%, -2%, -16%
Clc1ccc(Nc2ncnc3ccc(Br)cc23)cc1
    -2%, -4, -9%, -19%, 7%, ?, -11%, -7%, 10%
O=C(NCCSCc1ccc(Cl)cc1Cl)c1ccc(CN2CCOCC2)cc1
    -2%, -3, -8%, 0%, -22%, 8%, -13%, -3%, 12%
Cc1nn(CCCNC(=O)C2CCCO2)cc1Br (configuration not stated)
    1%, -6, -15%, -1%, -12%, -5%, -7%, -1%, -5%
CC(C)Cc1cc(C(=O)Nc2sc3c(c2C#N)CCCC3)no1
    1%, 4, -4%, 4%, 1%, 20%, -22%, 5%, 9%
COc1ccc(NC(=O)Nc2sc3nc4n(c(=O)c3c2C)CCC(C)CC4)cc1OC (configuration not stated)
    -1%, -4, 0%, -10%, -6%, 6%, -13%, /, 3%
CCCN1C(=O)/C(=C/c2ccc(C)o2)NC1=S
    /, /, /, -8%, -23%, /, /, 0%, 38%
CCn1c(SCC(=O)OC(C)C)nnc1-c1ccccc1
    -3%, -6, -5%, 1%, -6%, 28%, -5%, -1%, 18%
O=C(NCCCN1CCCCC1)c1ccc(CS(=O)c2ccc(Cl)cc2)o1 (configuration not stated)
    0%, -3, 1%, 2%, -4%, -20%, -4%, 16%, 0%
CCOC(=O)c1cc([N+](=O)[O-])sc1NC(=O)c1ccc(S(=O)(=O)N2CC3(C)CC2CC(C)(C)C3)cc1 (configuration not stated)
    -2%, -6, -8%, -3%, 1%, -21%, -14%, -1%, ?
COc1ccc(NC(=O)/C(C#N)=C\c2cc(C)n(-c3ccc(Oc4ccc([N+](=O)[O-])cn4)cc3)c2C)cc1
    -6%, -6, -1%, -3%, -14%, 0%, 2%, 7%, 35%
Cc1ccc2c(C)c(C(=O)N(Cc3ccc(Cl)cc3)C3CCS(=O)(=O)C3)oc2c1 (configuration not stated)
    -5%, 2, -6%, -12%, ?, -12%, -19%, /, -23%
